# Assay outcomes: PubChem BioAssay, several laboratories
# phage Ecoli inh – E. coli growth loss with phage present; growth absorbance; inhibition, % at 11.9 µM; 360,000 tested, 0.26% active; AID 651602; in the data active = inhibition above about 11%
# AddAB inh – less growth of phage-infected E. coli with AddAB. E. coli expressing H. pylori AddAB, absorbance growth. 330,000 tested, 0.29% active. inhibition, % at 11.9 µM; in the data active = inhibition above about 12%;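 note: 0% = vehicle wells of infected cells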
# SR-BI uptake up – enhances SR-BI lipid uptake from DiI-HDL | CHO ldlA[mSR-BI] cells, DiI-HDL uptake fluorescence, 3 h; 100 = double the neutral-control signal | activation, % at 12.5 µM | 320,000 tested, 0.096% active;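 active = mean replicate activation of at least 60% and every replicate at or above 60%; inconclusive = mean or all-replicate condition met, but not both; inactive = mean below 60% and not all replicates reaching 60%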;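 note: 0% = median plate neutral-control signal and 100% = twice that signal; values of inactives mirror those of a sister screen read the other way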
#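 Material – SR-BI-overexpressing, LDLR-lacking CHO cells · Medium – BSA-supplemented, HEPES-buffered Ham's F12, pH 7.4 · Doses – single concentration · Times – compound with DiI-HDL co-incubation, 3 h at 37 °C · Measured by – bottom-read fluorescence, 550/595 nm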
# MITF TRPM1 HTS – increases MITF-driven TRPM1 promoter luciferase signal; activation, % at 12.5 µM; 300,000 tested, 0.75% active; AID 588334; SK-MEL-5 TRPM1-promoter luciferase, 24 h; % of positive control, neutral wells = 0;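 active = mean activation of at least 80% with every replicate also reaching 80%; inconclusive = mean reaches 80% but some replicate falls short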;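 note: 0% = neutral control wells and 100% = parthenolide positive control wells; values of inactives mirror those of a sister screen read the other way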
# Wnt bcat act – Wnt/beta-catenin pathway activation | Wnt/beta-catenin reporter cell assay, activator, plate reader | activation, % at 9.35 µM | 300,000 tested, 1.2% active | AID 743398; in the data active = activation above about 30%, passing the limit was not always enough; inconclusive = no clear call, values can overlap the other calls;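 note: 0% = neutral control wells and 100% = positive control wells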
# Tat transport – E. coli Tat transport inhibition | AID 488895 | inhibition, % at 10 µM | 340,000 tested, 0.036% active | E. coli MC4100 TorA-mCherry Tat export, fluorescence;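 active = mean replicate inhibition at least 50% and at least half of replicates individually reaching 50%; inconclusive = only one of the two criteria met; inactive = neither criterion met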;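 note: exported cargo escapes ClpAP degradation while cytoplasmic cargo is degraded and loses fluorescence; 0% = median of neutral control wells and 100% = median of NaSCN control wells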
# CAL PDZ FP-1 – human CAL PDZ-peptide interaction inhibition | Q9HD26 | purified CAL PDZ, TMR-peptide fluorescence polarization, 1 h | inhibition, % at 20 µM | 330,000 tested, 0.02% active | AID 504414;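 active = highest replicate inhibition of at least 40%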;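 note: plate controls were DMSO neutral control wells for no effect and unlabeled competitor peptide control wells for full effect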
#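 Test system: purified CerCALP PDZ construct; Compound dosing: one concentration, 20 µM compound; Also added: TMR-labelled reporter peptide T*-PRC34 bound in PDZ groove; Read-out: inhibition from polarization loss; Controls: unlabelled peptide and DMSO controls; Signal: FP readout, S and P plane fluorescence; Incubation: 1 h at RT.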
# Ecoli viability – bacterial growth inhibition, counter-screen for AddAB inhibitors; inhibition, % at 11.9 µM; 330,000 tested, 0.27% active; E. coli V3065 growth, OD600 absorbance, 18 h;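 active = inhibition above the campaign's mean inhibition across all tested compounds plus 3 SD, cut at about 9.9% in these data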;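 note: uninfected addAB+ strain grown without phage in ampicillin broth; 0% = DMSO wells and 100% = ciprofloxacin 0.95 µg/ml wells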
# CAL PDZ FP-2 – inhibitors of human CAL PDZ peptide binding; inhibition, % at 24.9 µM; purified CAL PDZ, TMR-peptide fluorescence polarization, 1 h; 300,000 tested, 0.92% active; AID 602252; Q9HD26;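 active = mean inhibition of at least 30% with at least half of replicates also reaching 30%; inconclusive = no clear call, values can overlap the other calls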;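 note: 0% = DMSO neutral control and 100% = excess unlabeled competitor peptide PRC23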
# SR-BI DiI inh – mouse SR-BI HDL lipid transfer inhibition; Q61009; ldlA[mSR-BI] CHO cells, DiI-HDL uptake fluorescence, 3 h; inhibition, % at 12.5 µM; 320,000 tested, 0.96% active; AID 488896;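 active = mean replicate inhibition of at least 70% and a set share of replicates each scoring 70 or more; inconclusive = meets just one of the two criteria; inactive = fails both criteria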;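 note: 0% = median of neutral control wells and 100% = median of positive control wells; values of inactives mirror those of a sister screen read the other way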
# Target sequence (Q61009 whole entry, looked up): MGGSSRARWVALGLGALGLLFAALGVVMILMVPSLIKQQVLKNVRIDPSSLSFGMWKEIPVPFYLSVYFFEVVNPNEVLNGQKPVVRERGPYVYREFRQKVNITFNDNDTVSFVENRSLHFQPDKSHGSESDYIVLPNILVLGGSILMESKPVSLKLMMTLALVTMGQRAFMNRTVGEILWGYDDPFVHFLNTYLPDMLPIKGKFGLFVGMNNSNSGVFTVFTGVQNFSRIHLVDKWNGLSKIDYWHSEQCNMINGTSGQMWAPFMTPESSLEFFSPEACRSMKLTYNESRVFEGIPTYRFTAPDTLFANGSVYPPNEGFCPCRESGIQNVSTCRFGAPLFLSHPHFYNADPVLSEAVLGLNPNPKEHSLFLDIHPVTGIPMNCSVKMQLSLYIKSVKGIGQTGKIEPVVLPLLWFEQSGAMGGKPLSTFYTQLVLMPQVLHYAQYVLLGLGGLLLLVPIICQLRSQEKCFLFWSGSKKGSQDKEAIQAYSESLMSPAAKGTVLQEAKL
# An asterisk follows results filed as active; ? = inconclusive; / = no result given.
SMILES,phage Ecoli inh,AddAB inh,SR-BI uptake up,MITF TRPM1 HTS,Wnt bcat act,Tat transport,CAL PDZ FP-1,Ecoli viability,CAL PDZ FP-2,SR-BI DiI inh
COc1ccc(CC(=O)OCC(=O)N2CCN(S(=O)(=O)c3ccc(C)cc3C)CC2)cc1OC,1.3,/,12,2,1,6,-1.5,/,1,-12
C=CCNc1nc(C2(C)CC3(CC(C)OC3=O)C(=O)O2)cs1 (centres undefined),2.5,2.3,1,/,-5,4,/,-1.5,0,-1
Cc1ccc(C(=O)OCC(=O)NCc2cc(C)c(O)c(C)c2)cc1S(=O)(=O)N1CCCCC1,0.5,-0.3,/,3,-1,3,-2.2,-2.3,-2,61
CCc1ccc(Nc2ncc3c(n2)CC(c2ccco2)CC3=O)cc1 (centres undefined),2.1,0.4,5,15,/,-2,-3.4,-2.3,-1,-5
Cc1ccc(NC(=S)N(CCN(C)C)Cc2cccs2)cc1,0.9,3.8,13,1,6,5,-0.5,-1.8,-1,-13
O=[N+]([O-])c1ccc2[nH]c3c(c2c1)CCCC3,2.8,1.8,26,11,-1,0,-1.1,2.5,-1,-26
Cc1ccc(NC(=O)C2CC(=O)N(CCc3ccccc3)C2)c(C)c1 (centres undefined),2.0,4.3,24,-20,-2,-6,-0.1,0.2,3,-24
COc1ccc(CN2[C@@H](CC(=O)O)c3ccccc3S2(=O)=O)cc1,0.6,-0.2,17,0,-2,0,-0.2,0.1,0,-17
CCC(c1nnnn1Cc1ccccc1)N(Cc1ccco1)Cc1cc2cc(OC)ccc2[nH]c1=O (centres undefined),2.3,0.5,-3,4,13,11,-1.2,1.8,-2,3
CN(CCOc1ccc(Cl)cc1)C(=O)CN1C(=O)NC2(CCCC2)C1=O,0.1,3.9,31,-14,-2,4,-3.0,-0.6,-5,-31
Cn1cc(S(=O)(=O)N2CCCC(C(=O)O)C2)cn1 (centres undefined),2.7,-0.4,7,11,-14,-2,-2.6,-4.0,0,-7
CCCCn1c(=O)c(CCC(=O)OC(C)C(=O)Nc2cccc(Cl)c2Cl)nc2ccccc21 (centres undefined),0.9,3.7,-25,-8,1,-6,0.1,-1.7,-1,25

# Exported with values under each structure: entries from further up.
# Values run as follows: phage Ecoli inh | AddAB inh | SR-BI uptake up | MITF TRPM1 HTS | Wnt bcat act | Tat transport | CAL PDZ FP-1 | Ecoli viability | CAL PDZ FP-2 | SR-BI DiI inh
- Cn1cc(S(=O)(=O)N2CCCC(C(=O)O)C2)cn1 (centres undefined)
→ 2.7 | -0.4 | 7 | 11 | -14 | -2 | -2.6 | -4.0 | 0 | -7
- C=CCNc1nc(C2(C)CC3(CC(C)OC3=O)C(=O)O2)cs1 (centres undefined)
→ 2.5 | 2.3 | 1 | / | -5 | 4 | / | -1.5 | 0 | -1

# (cont.)
SMILES,phage Ecoli inh,AddAB inh,SR-BI uptake up,MITF TRPM1 HTS,Wnt bcat act,Tat transport,CAL PDZ FP-1,Ecoli viability,CAL PDZ FP-2,SR-BI DiI inh
COc1cc(C(=O)OCC(=O)NC(C)CCc2ccccc2)cc(OC)c1OC (centres undefined),3.0,0.2,11,6,-1,-2,0.3,-2.5,-5,-11
COc1ccccc1N1CCN(S(=O)(=O)c2cc(-c3cc(C)no3)ccc2C(C)C)CC1,0.3,1.9,-36,2,1,-2,-1.0,-0.1,-8,36
CCOC(=O)Cc1csc(NC(=O)CS(=O)(=O)Cc2ccccc2)n1,3.2,-1.4,-26,/,9,-5,-1.8,-0.9,1,26
Brc1ccc2oc3c(N4CCOCC4)ncnc3c2c1,2.0,/,-4,9,7,3,-3.0,/,2,4
Nc1ncnc2c1ncn2[C@@H]1O[C@H](COP(=O)(O)O)[C@@H](O)[C@H]1O,1.2,-0.1,36,1,4,1,0.3,-0.3,0,-36
Cc1cc(O)c(C2(C(F)(F)F)NCCNC2=O)cc1C (centres undefined),0.6,0.7,-2,/,-4,-2,-2.2,-0.1,-2,2
Cn1c(N)c(C(=O)COC(=O)CCCc2c[nH]c3ccccc23)c(=O)n(C)c1=O,3.6,-0.9,-14,-3,/,-1,/,0.6,-1,14
COc1ccc(-c2ccc(C#N)c(SCC(=O)NC3CC3)n2)cc1OC,0.4,4.5,-15,-4,-1,9,0.6,-0.3,0,15
CCc1c(C)[nH]c(C(=O)OCc2ccccc2)c1C,4.7,/,2,29,3,0,0.2,/,4,-2
COc1cc2c(-c3ccccc3)c(C)oc2cc1/C=N/NC(N)=S,0.5,1.4,-37,/,-3,-8,-0.4,-2.7,/,37
O=S(=O)(Cc1cc(Oc2ccccc2)nc(-c2ccccc2)n1)c1ccccc1,-1.0,2.6,7,10,-5,1,-0.6,-0.2,0,-7
COc1ccc(OC)c(CCNC(=O)c2ccc(CS(=O)Cc3cccc(Cl)c3)o2)c1 (centres undefined),2.8,2.0,-21,-7,-1,6,-2.3,-1.8,-2,21
Cc1cc(C)c(OCCCCN(C)Cc2ccccc2)c(C)c1,-1.2,-0.4,-7,/,-2,-6,-0.5,-2.5,-1,7
COc1ccc(NC(=O)CSc2nc3ccccc3n2-c2ccccc2)c([N+](=O)[O-])c1,2.1,-1.0,-61,-7,-5,-7,-0.8,-2.4,-3,61
CC(C)N(C(=O)CSc1nnc(Cc2ccc3c(c2)OCO3)n1C)C(C)C,1.8,2.2,5,-3,-1,-4,-1.3,-0.3,10,-5
CCn1c(CCNC(=O)c2cccs2)nnc1SCC(=O)Nc1cccc(Cl)c1,3.7,0.7,-36,/,-3,-11,-1.6,2.4,-3,36
CC(C)Cn1c(N)c(C(=O)CSc2nncs2)c(=O)n(C)c1=O,0.3,0.1,7,11,3,0,-0.3,-1.6,-1,-7
Cc1ccc(NC(=O)CS(=O)CC(=O)Nc2cnc3ccccc3c2)cc1Cl (centres undefined),2.0,2.2,/,10,-2,-1,-1.9,-1.5,/,/
O=C(Nc1c(C(=O)N2CCOCC2)oc2ccccc12)c1ccccc1Cl,4.5,2.2,0,-2,1,1,0.4,-0.6,8,0
CN(C(=O)COC(=O)c1cnc(Cl)c(Cl)c1)C1CCS(=O)(=O)C1 (centres undefined),4.4,3.1,12,-2,-2,-6,0.5,-0.5,/,-12
CN(CC(=O)Nc1ccc(F)cc1)C(=O)Cn1cnc2ccc([N+](=O)[O-])cc2c1=O,0.8,0.2,3,6,0,3,0.0,-1.2,3,-3
O=C1N=C(N2CCCC2)S/C1=C\c1ccccc1,-0.2,3.2,-3,8,3,-13,-0.9,-1.9,-1,3
CC(C)(C)C(=O)Nc1scc(-c2ccc(-c3ccccc3)cc2)c1C(=O)O,1.5,4.4,/,1,1,1,/,2.1,-12,/
CC1(C)C(=O)OC(c2cccn2-c2ccc([N+](=O)[O-])cc2)C2(CCCCC2)C1=O (centres undefined),1.7,3.3,-10,0,6,-11,-0.6,-0.9,-6,10
CCCCOC(=O)C1C2C=C[C@]3(CN(CCCOC)C(=O)[C@H]13)O2 (some centres undefined),-0.1,3.3,12,-3,/,-2,-0.1,-0.9,-2,-12
Cc1ccc2nc(SCC(=O)Nc3cc([N+](=O)[O-])ccc3F)[nH]c2c1,3.4,0.3,-61,-22,/,-2,-1.1,0.9,-2,61
COCCCn1c(-c2ccc(OC)cc2)nc2c1c(=O)[nH]c(=O)n2Cc1ccccc1,-0.5,0.2,-1,4,-1,-2,-3.0,-1.8,-5,1
S=C(Nc1ccc(Cl)cc1)NC1CCN(Cc2ccccc2)CC1,6.6,9.7,-15,-3,1,-7,-1.1,4.3,-1,15
CCOC(=O)c1cccc(-n2cccc2/C=C2\NC(=O)N(CC(=O)O)C2=O)c1,1.1,4.8,-14,-4,2,-6,-0.2,0.4,-9,12
CC1CN(c2nc3c(c(=O)n(Cc4ccc(Cl)c(Cl)c4)c(=O)n3C)n2C)CC(C)O1 (centres undefined),0.5,-2.7,-9,-14,-3,8,-0.4,-1.8,-3,9
CCCCC(=O)Nc1cnc(NC(=O)c2ccco2)cc1C,0.8,3.3,-4,22,19,-2,-2.1,-0.2,-2,4
O=C(CSc1nc(-c2ccc(F)cc2)cc(C(F)(F)F)n1)NCc1ccco1,1.7,-0.5,-75,10,-4,3,0.5,-2.4,-1,?
CN(C)CCCSc1nc(-c2ccccc2)nc2c1CCC2,2.5,4.2,21,24,-1,-3,-2.5,-0.9,-2,-21
COC(=O)NC(=S)Nc1ccc(Oc2ccc(Cl)cc2)c(Cl)c1,1.1,0.3,-9,3,/,-8,0.6,1.4,0,9
CCOC(=O)/C=C1\SCC(=O)N1CC(=O)NCCOC,4.9,-1.6,9,10,0,-5,0.2,-1.1,2,-9
Cc1[nH]c(=S)c(C#N)c(C)c1CC(=O)c1ccc(Br)cc1,1.6,-1.9,-19,/,0,-3,-0.2,-2.1,1,19
O=C(Nc1ccc(OCc2ccccc2)cc1)Nc1ccccc1C(=O)NCCCN1CCOCC1,3.4,-1.9,-16,/,-20,-415,1.1,-3.4,1,16
O=C(C1CCN(S(=O)(=O)c2ccccc2)CC1)N1CCN(c2ccccc2F)CC1,2.5,-0.9,-4,/,-4,4,0.7,0.5,16,4
O=C1/C(=C/c2ccc(F)cc2)SC(=S)N1Nc1ncc(C(F)(F)F)cc1Cl,4.0,5.6,6,-3,/,5,-0.8,0.9,-1,-6
CCCCCC1CC1C(=O)N/N=C/c1ccc(N(C)C)cc1 (centres undefined),1.6,-0.9,-5,/,-5,-1,-1.0,0.7,0,5
CCOc1ccc(NS(=O)(=O)c2ccc(C(=O)NCC(c3ccccc3OC)N3CCCC3)cc2)cc1 (centres undefined),4.1,1.9,11,0,-3,-10,-3.4,-0.3,-6,-11
COc1cccc(N2C(=O)CC(Sc3nc(C)cc(C)n3)C2=O)c1 (centres undefined),-0.9,2.3,7,-7,1,4,1.1,-0.3,-1,-7
COc1ccc(CCNc2ncnc3c2oc2ccccc23)cc1OC,1.5,0.0,7,-6,-1,-10,-5.6,-1.3,1,-7
O=C(CCn1c(=O)oc2ccccc21)NCCCN1CCN(c2ccc(F)cc2)CC1,0.9,0.2,-8,/,1,-1,17,0.0,-2,8
COC(=O)C1CSC(C)(C)C(=O)N1 (centres undefined),1.1,0.8,23,1,0,-7,0.1,-1.8,/,-23
Cc1nc([N+](=O)[O-])c(C(=O)OCc2ccc(C#N)cc2)n1C,0.4,1.8,18,7,-1,-9,0.9,-0.3,1,-18
CC(C)c1ccc(NCCC(=O)c2cccs2)cc1,1.8,0.6,-7,44,/,-9,-2.4,0.8,1,7
COc1cc(OC)c(OC)cc1CN1CCN(c2ccc(F)cc2)CC1,1.4,-0.2,5,-11,1,3,-1.1,-2.4,-5,-5
CCN(C(=O)COC(=O)C1CCN(S(=O)(=O)c2ccc3c(c2)OCCO3)CC1)C1CCS(=O)(=O)C1 (centres undefined),0.7,0.0,-2,-3,-3,-6,-1.0,0.0,/,2
O=S(=O)(c1ccccc1)N1CCN=C1SCc1cccnc1,1.5,4.2,-4,3,-7,-4,-0.1,-0.6,-2,4
